TAG inh = triacylglycerol accumulation inhibition | H9c2 cells, Nile Red lipid (TAG) fluorescence; cells loaded with 200 µM oleic acid | inhibition, % at 12.5 µM | hit rate 0.66% among 230,000 | AID 651582;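 active = pattern-corrected inhibition of lipid staining of at least 50% with the nuclear-stain viability signal not falling by more than 50%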;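 note: 0% = DMSO wells and 100% = triacsin C control wells; some results filed as inactive read as strong as hits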
TAG inh DAPI viability = further read-out of TAG inh, marked with its call; DAPI nuclei signal change (viability), lower = more cytotoxic, %;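 whole-well DAPI fluorescence read on a plate reader as a viability signal; minus 50 percent equals half of cells still viable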
* = called active by the depositor; & = joins results of further samples. Only part of the results is shown, so the mix of outcomes need not match the whole.

molecule	TAG inh	TAG inh DAPI viability
CC1C(c2ccccc2)OCCN1C (stereo not given)	-3	10
CN1CCC2(CC1)C(C#N)=C(N)NC(S)=C2C#N	4	-2
Cc1ccc(N=Nc2c(O)[nH]c(=O)[nH]c2=O)c([N+](=O)[O-])c1	-3	-3
CC(C)n1c(O)c(C=NCc2cccnc2)c(=O)[nH]c1=S	1	-5
CS(=O)(=O)c1ccc(C2=C(CNC(=O)c3ccc([N+](=O)[O-])cc3)[C@H]3CC[C@@H](C2)N3CCOc2ccccc2)cc1	11	1
Cc1cccc(-n2c(=S)[nH]c3ccccc3c2=O)n1	-4	4
Cc1nn(Cc2ccccc2)c(C)c1C(=O)OCC(=O)NCc1ccco1	12	-4
CC(=O)c1c(O)n(C)c(=S)n(-c2ccccc2)c1=O	-12	7
Cc1c(C(c2ccc(Cl)cc2Cl)c2c(O)c3ccccc3oc2=O)c(=O)n(-c2ccccc2)n1C (stereo not given)	9	-9
COC(=O)C1=C(c2ccc(Cl)c(C(F)(F)F)c2)C[C@@H]2CC[C@H]1N2C(=O)N1CCCC1	-36	6
CN(C)C(=O)On1c(-c2ccccc2)nc2ccc(Cl)cc21	-1	15
COc1ccccc1CN1CCN(C(=O)Cc2ccccc2)CC1	12	-4
CCN(CC)C(=O)c1ccc(NC(=O)c2cccc(C(F)(F)F)c2)cc1	-2	-2
CC(C)C1(C)N=C(c2nc3ccccc3cc2C(=O)O)NC1=O (stereo not given)	29	-15
O=C1NC(=S)NC(=O)C1=Cc1ccc2c(c1)CCN2CCCCl	1	-8
CCOP(=O)(C#CC(C)(C)C)C(C)(O)c1ccccc1 (stereo not given)	-1	1
CC(C)Oc1ccc(C2C(C#N)=C(N)Oc3c2c(=O)oc2ccccc32)cc1 (stereo not given)	24	-4
CC(N)Cc1c[nH]c2cc3c(cc12)OCCO3 (stereo not given)	-16	8
Cc1ncoc1C(=O)NCC1=C(c2ccc3ccccc3c2)C[C@@H]2CC[C@H]1N2Cc1ccco1	12	4
OCc1cnc[nH]1	-2	7
COC(=O)C1=C(c2cc3ccccc3s2)C[C@@H]2CC[C@H]1N2C(=O)NCc1ccc(C(F)(F)F)cc1	-64	0
CCOC(=O)c1nc2ccccc2c(=O)n1-c1ccc(C)cc1	-8	9
COc1ccc(CN2CCN(C(=O)Cc3ccccc3)CC2)cc1OC	19	1
Cc1[nH]nc2ccc(-c3cncc(OC[C@@H](N)Cc4c[nH]c5ccccc45)c3)cc12	115	-68
O=C(COC(=O)Cc1ccccc1)NNC(=O)c1ccc([N+](=O)[O-])cc1	-7	-4
c1ccc2c(c1)[nH]c1cnccc12	1	-1
COC(=O)C1=C(c2ccc(OCc3ccccc3)cc2)C[C@@H]2CC[C@H]1N2C(=O)NCc1ccc(F)cc1	9	-6
O=c1c2ccccc2nc(Cc2ccccc2)n1-c1ccccc1O	-13	14
C/C(=N\N1CCCCCC1)c1c(O)n(-c2ccc(Cl)cc2)c(=O)[nH]c1=O	16	-13
COC(=O)c1cncn1C(C)c1ccccc1 (stereo not given)	-6	1
CCCC12CN3CCN(C1)CC(CCC)(C3)C2=O	-4	6
C#CCN1CCN(c2cccc(C(F)(F)F)c2)CC1	6	0
CCN(CCCl)c1cc(CN(C)C)cc(NC(=O)c2ccc(C(=O)Nc3cc(CN(C)C)cc(N(CC)CCCl)c3)cc2)c1	132	-74
C=Cc1cc(OC)c2c(c1)c(=O)oc1c2cc(OC)c2c(O)ccc(C3OC(C)C(O)C(C)(O)C3O)c21 (stereo not given)	50	-20
CN(c1ccc(OCC(=O)N2CCN(C/C=C/c3ccccc3)CC2)cc1)S(=O)(=O)c1cccs1	15	-2
COc1ccc(C)cc1NC(=O)N1CCC2(CC1)OCCO2	8	8
CC(C)CCC1(CCO)C(=O)NC(=S)NC1=O	10	-12
c1ccc(C2CC3CC(c4ccco4)N2O3)cc1 (stereo not given)	-8	-1
O=C(c1ccc2c(c1)OCO2)C1CCCN(CC2CCCCC2)C1 (stereo not given)	-7	19
COc1ccc(OC(=O)N(C)C[C@@H]2OCc3cnnn3CCCC(=O)N([C@H](C)CO)C[C@H]2C)cc1	-6	-8
Cc1ccc(S(=O)(=O)N2CN3CCN(C3)C2)cc1	5	1
O=C(NCCO)c1nsnc1NCCCl	19	-14
N#CC1=C(N)Oc2c(c(=O)oc3ccccc23)C1c1ccc([N+](=O)[O-])o1 (stereo not given)	15	-6
CCOc1ccc([N+](=O)[O-])cc1CNCCc1ccccc1	-8	0
COc1ccccc1N1C(=O)NC(=O)/C(=C\c2cnn(-c3ccccc3)c2)C1=O	-10	0
Cc1cc(NC(=O)C(Cl)(Cl)Cl)no1	7	-1
CC(C)CN(CC(C)C)C(=O)C1C2c3ccccc3C(c3ccccc32)C1C(=O)O (stereo not given)	5	6
CCNCC(O)c1cccc(O)c1 (stereo not given)	-1	-7
COC1=CC(=O)O[C@@H](/C=C/c2ccccc2)C1	10	-4
CCc1c(C)nc(N)nc1N1N=C1SCCOc1ccccc1	-2	4
CCOP(=O)(OCC)C(O)c1ccccc1 (stereo not given)	9	-6
C=C1C(C)C2C(Cc3ccccc3)NC(=O)C23C(OC(C)=O)C=CC(C)(O)CC(C)CC=CC3C1O (stereo not given)	98*	-44*
Cn1c(O)c(C=NCCN2CCN(C(=O)Nc3ccccc3)CC2)c(=O)n(C)c1=O	-4	-2
Nc1ccncc1	-14	1
CCN(CC)C(=O)N[C@H]1C[C@@H]2c3cccc4[nH]cc(c34)C[C@H]2N(C)C1	4	0
Cc1cc(C)n(-c2ccc(NN=C(C#N)C#N)cc2)n1	4	-1

Further results follow.
molecule	TAG inh	TAG inh DAPI viability
COP(=O)(NC(=O)C(Cl)(Cl)Cl)OC	-5	5
Cc1nc2ccc(N3CCN(C)CC3)cc2nc1C	-3	12
CCOc1ccc(N2C(=O)NC(=O)/C(=C\c3cc(OC)c(OC)cc3[N+](=O)[O-])C2=O)cc1	-10	-1
O=C1NC(=O)C(CCc2ccncc2)(CCc2ccncc2)C(=O)N1C1CCCCC1	1	5
O=C1Nc2ccccc2/C1=C/c1nc2ccccc2c(=O)n1-c1ccc(O)cc1	7	-5
COc1ccc2c(CN3CC=C(c4ccccc4)CC3)cc(=O)oc2c1	1	3
O=C(Nc1ccc(F)cc1)OC1CN2CCC1CC2 (stereo not given)	-3	-1
COC(=O)C1=C(c2ccc(OC(F)(F)F)cc2)C[C@@H]2CC[C@H]1N2C(=O)NCCc1ccccc1	-16	-4
COc1ccc(C(=O)C2CCCN(C3CSCCSC3)C2)cc1OC (stereo not given)	-14	14
O=C1C=C2C=C[C@H]3C[C@]2(O1)[C@@H]1CCCCN13	13	-1
CCOC(=O)c1cccc(C2=C(CNC(=O)c3ccncc3)[C@H]3CC[C@@H](C2)N3Cc2ccccc2)c1	9	7
CCN1C(=O)C(=Cc2ccc(N3CCOCC3)o2)C(=O)N(CC)C1=S	-9	10
O=C(COc1ccccc1)N1CCN(C/C=C/c2ccccc2)CC1	-17	8
O=c1[nH]c(=O)n(CCc2ccccc2)c(O)c1C=NCCCn1ccnc1	3	-3
Cc1cc(C(=O)CS(=O)(=O)c2ccc(F)cc2)cc(C)c1OC(=O)N(C)C	0	-1
O=S(=O)(c1ccc(Cl)cc1)N1CN2CCN(C2)C1	-18	-2
COC(=O)[C@]12OC[C@]34C([C@@H](O)[C@@H]1O)[C@]1(C)CC(=O)C(O)=C(C)[C@@H]1C[C@H]3OC(=O)[C@H](O)[C@@H]24 (stereo not given in full)	65*	-45*
COc1ccccc1OCC#CCN1CCOCC1	-6	-3
Cn1c(=O)[nH]c2nncnc2c1=O	-11	5
CN(C)c1ccc(/C=C/c2cc[n+](C)c3ccccc23)cc1	-25&-32	-6&-5
CCCCCn1cc(C(=O)C(=O)N2CCOCC2)c2ccccc21	1	4
O=C1C2CCCN2C(c2ccccc2)N1c1ccccn1 (stereo not given)	1	2
COC(=O)Cn1cc(C(=O)c2ccccc2F)c2ccccc21	-1	-6
O=C1NC(=O)C2(Cc3ccccc3N3CCCC32)C(=O)N1c1ccccc1 (stereo not given)	-29	5
COc1ccc(-n2c(O)c(C(C)=NC3CC3)c(=O)[nH]c2=O)cc1	-6	-11
COc1ccc(CN2C(=O)NC(=O)/C(=C\c3ccc(OC)c(OC)c3OC)C2=O)cc1	-7	-2
C(=NC12CN3CN(CN(C3)C1)C2)c1cccnc1	-7	30
CC(C)(C)C(=O)O[C@H]1CC[C@@]2(C)C(=CC(=O)C3C2CC[C@]2(C)C(=O)[C@@H](F)CC32)C1 (stereo not given in full)	-2	5
FC(F)(F)c1cccc(NC2=NCCS2)c1	-4	-3
CCOC(=O)c1cccc(C2=C(CNC(=O)c3nccs3)[C@H]3CC[C@@H](C2)N3Cc2ccccc2)c1	8	0
CP(=O)(Nc1ccc(Cl)cc1)c1nc2c(s1)CCCC2 (stereo not given)	-4	8
COC(=O)C1=C(c2ccc(F)cc2OCc2ccccc2)C[C@@H]2CC[C@H]1N2C(=O)N1CCCCC1	-1	-7
CCCCC(=O)N/N=C/c1c(O)n(CCCC)c(=S)[nH]c1=O	5	0
CCn1cc(C(=O)NCc2ccccc2)c2ccccc21	-4	4
CN1CCC2(CC1)N=C(c1ccc(F)cc1)C(=S)N2	12	8
O=C(COc1ccc2ccccc2c1)N1CCN(Cc2c[nH]c3ccccc23)CC1	-35	-5
C#CCN1C(=O)C2(C(C#N)=C(N)OC(C)=C2C(=O)OCc2ccccc2)c2ccccc21 (stereo not given)	-3	-8
COc1ccc(-c2nc3ccccc3c(=O)o2)cc1	-5	-8
COc1ccc(C(O)CNC(C)C)c(F)c1OC (stereo not given)	3	-4
CC1([N+](=O)[O-])COP(=O)(Nc2cccc(Br)c2)OC1 (stereo not given)	-1	7
Fc1ccccc1CNCCc1ccc2c(c1)OCO2	13	1
CN1[C@@H]2CC[C@H]1CC(OC1c3ccccc3CCc3ccccc31)C2 (stereo not given in full)	28	-15
COC(=O)C1=C(c2ccc(OC(F)(F)F)cc2)C[C@@H]2CC[C@H]1N2C(=O)NCCOc1ccccc1	30	-4
O=C1Nc2ccccc2C1Cc1nc2ccccc2c(=O)n1-c1ccccc1 (stereo not given)	-6	1
O=c1c2ccccc2[nH]c(=S)n1-c1cccc(Cl)c1	-1	-1
COCc1cc(OC(=O)N(C)C)nc(-c2ccc(C)c(Cl)c2)n1	-4	-3
C[C@]12CCC(=O)C=C1C=CC1C2CC[C@]2(C)C(=O)CCC12 (stereo not given in full)	-14	8
COC(=O)c1ccc(N=C(c2ccccc2)c2c(O)n(C)c(=O)n(C)c2=O)cc1	-15	11
CC1(C)C2([N+](=O)[O-])CN3CC1([N+](=O)[O-])CN(C2)C3c1cccnc1 (stereo not given)	21	-21
CC(Cc1ccccc1)NC(=O)CCCCC(=O)NC(C)Cc1ccccc1 (stereo not given)	-3	2
COC(=O)C1=C(c2cccc(OC)c2OC)C[C@@H]2CC[C@H]1N2C(=O)N1CCCC1	-8	2
Cc1nn(Cc2ccccc2)c(C)c1C(=O)NCc1ccccc1	4	-7
COc1cc(/C=N/NC(=O)CN2CC(c3ccccc3)CC2=O)ccc1OC(=O)N(C)C (stereo not given)	18	8
COCC(=O)N1Cc2ccccc2-n2nncc2C1	-3	1
FC(F)(F)c1cccc(-n2nnnc2C2(N3CCOCC3)CCCCC2)c1	-8	12
S=C1NCCN1	5	3

The results go on.
molecule	TAG inh	TAG inh DAPI viability
Nc1c(C(=O)NCCCc2ccccc2)c2nc3ccccc3nc2n1Cc1cccs1	24	82
Cc1cc(C(=O)OCC(=O)Nc2ccc(F)cc2)c(C)n1C1CC1	7	0
CC(=O)OC12COC1CC(O)C1(C)C(=O)C(O)C3=C(C)C(O)CC(O)(C(OC(=O)c4ccccc4)C21)C3(C)C (stereo not given)	65*	-25*
CCN1CC=C(c2c[nH]c3ccccc23)CC1	13	-4
COc1ccc(-n2c(-c3ccc(C)cc3)nc3ccccc3c2=O)cc1	-8	11
NC(=S)/N=C/c1c(O)[nH]c(=O)[nH]c1=O	18	-2
c1ccc(-c2nc(N3CCOCC3)s[n+]2-c2ccccc2)cc1	0	-2
CCCCCCC(=O)N/N=C/c1c(O)n(CCCC)c(=S)[nH]c1=O	-3	-3

Sorted by heavy-atom count (low to high): part of the list above.
molecule	TAG inh	TAG inh DAPI viability
S=C1NCCN1	5	3
NC(=S)/N=C/c1c(O)[nH]c(=O)[nH]c1=O	18	-2
c1ccc(-c2nc(N3CCOCC3)s[n+]2-c2ccccc2)cc1	0	-2
Cc1cc(C(=O)OCC(=O)Nc2ccc(F)cc2)c(C)n1C1CC1	7	0
FC(F)(F)c1cccc(-n2nnnc2C2(N3CCOCC3)CCCCC2)c1	-8	12
Nc1c(C(=O)NCCCc2ccccc2)c2nc3ccccc3nc2n1Cc1cccs1	24	82
CC(=O)OC12COC1CC(O)C1(C)C(=O)C(O)C3=C(C)C(O)CC(O)(C(OC(=O)c4ccccc4)C21)C3(C)C (stereo not given)	65*	-25*

Next section
molecule	TAG inh	TAG inh DAPI viability
COC(=O)C1=C(c2ccc(F)cc2OCc2ccccc2)C[C@@H]2CC[C@H]1N2C(=O)NCc1ccccc1Cl	-3	-7
C[n+]1c(-c2ccccc2)cc(-c2ccc(Cl)cc2)cc1-c1ccccc1	-8	45
c1ccc2c(c1)[IH]c1ccccc1-2	-12	-33
CCCCC(CC)COC(=O)c1ccccc1C(=O)OCC(CC)CCCC (stereo not given)	-26	4

Bioassay records from PubChem BioAssay.
